Source: PubChem
MRP reversal – reverses drug resistance mediated by MRP; 85,000 tested, 0.04% active; H69AR cells + 2 uM doxorubicin, CellTiter-Glo, 72 h; differential viability (reversal), % at 10 µM;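 active means viability drop by adding the cancer drug above about 55%, with treated viability meeting a 40% cutoff, limit read from the data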;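 further: viability without doxorubicin minus viability with 2 µM doxorubicin for each compound; larger differential means the compound sensitizes cells more to doxorubicin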
IL1B NFkB pot – enhances IL-1B driven NFkB nuclear translocation; activation, % at 2 µM; AID 819; HUVEC IL-1B NFkB p65 nuclear translocation imaging; 94,000 tested, 0.3% active;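 active means activation above 40%, about the mean plus 3 SD, also judged a hit on visual image review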;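 further: percent activation is computed from the nuclear over cytoplasmic p65 intensity ratio; values of inactives mirror those of a sister screen read the other way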
Bcl-B TR3 displacers – displacers of TR3 peptide from Bcl-B, primary screen, selectivity assay for Bfl-1 inhibitor project, biochemical, fluorescence polarization | FP displacement of FITC-TR3 peptide from Bcl-B; higher % means a stronger effect | displacement, % at 20 µM, or IC50 in µM where a hit was titrated | 96,000 tested, 0.11% active;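 active means displacement above 50% at 20 µM plus a fluorescence interference ratio under 1.5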;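 further: plate controls were wells without compound for no effect and wells lacking Bcl-B protein for full effect; a part of the inactive calls stands beside numbers as strong as those of hits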
PLAP inhibition – inhibition of human placental alkaline phosphatase – biochemical, luminescence, HTS (AID 690). inhibition, % at 20 µM, or IC50 in µM where a hit was titrated. purified PLAP, luminescent substrate; higher % means a stronger effect. 96,000 tested, 0.08% active; in the data active means a potency from the dose series; inactive means the rest, 99 in 100 with inhibition below about 30%; further: strong numbers were not always called active
IL1B NFkB inh – blocks IL-1B driven NFkB nuclear translocation in HUVEC cells | HUVEC IL-1B NFkB p65 nuclear translocation imaging | inhibition, % at 2 µM | 94,000 tested, 0.43% active;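 active means inhibition above about 30% together with a positive call from visual inspection of the well image, limit read from the data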;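 further: nuclear over cytoplasmic p65 intensity ratio measured by imaging; 0% = IL-1B stimulated DMSO wells and 100% = unstimulated DMSO wells; values of inactives mirror those of a sister screen read the other way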
MRP reversal cytotoxicity – further read-out of MRP reversal, marked with its call; viability, %; H69AR cells, CellTiter-Glo, 72 h; measured here: cytotoxicity without doxorubicin
MRP reversal with doxorubicin – also measured in MRP reversal; calls as there; viability, %; measured here: viability with 2 uM doxorubicin; stronger effect = lower value
IL1B NFkB inh cell count 2 µM – second read-out of IL1B NFkB inh, no call of its own (marks repeat the call); cell count; measured here: cells passing quality filter;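 raw number of nuclei counted in each imaged well without normalization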
IL1B NFkB pot cell count 2 µM – recorded beside IL1B NFkB pot, whose call it bears; cell count; measured here: cells passing quality filter
Numbers without * were called inactive. Not all compounds are listed; count on the stated rates, not on these rows.

SMILES | MRP reversal | MRP reversal cytotoxicity | MRP reversal with doxorubicin | IL1B NFkB pot | IL1B NFkB pot cell count 2 µM | Bcl-B TR3 displacers | PLAP inhibition | IL1B NFkB inh | IL1B NFkB inh cell count 2 µM
Cc1cccc2c1NC(=O)/C2=C\C(=O)c1cccs1 | 0 | 2 | 2 | 2 | 169 | -3% | 12% | -2 | 169
